From PubChem
DT40 TDP1 no CPT = qHTS for Inhibitors of human tyrosyl-DNA phosphodiesterase 1 (TDP1): qHTS in cells in absence of CPT; Potency, µM (top dose mostly 46.2 µM), for the others: top-dose activity change, negative = growth inhibition, actives largely listed as inhibitors; AID 686978, 2013; DT40 Tdp1-/- hTDP1 cells, no CPT, ATP luminescence, 48 h; actives 15% (n = 420,000); further: nearly all actives have a fitted effect of over 55% in size
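Cells were dispensed at 400 per well, compounds added by pin tool, plates incubated ≥48 hr at 37 °C, then CellTiter-Glo added for 30 min at room temperature before luminescence reading. Line: DT40 Tdp1-/- complemented with hTDP1; camptothecin omitted.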
TDP1 block = TDP1 (human) enzyme inhibition; recombinant TDP1, AlphaScreen DNA substrate cleavage; Potency, µM (titrated, usually from 130 µM), inactives show top-dose activity change, negative = inhibition, usual class: inhibitors; actives 0.28% (n = 350,000); AID 485290; further: nearly all actives have a fitted effect of over 40% in size
Target sequence (Q9NUW8 whole entry, looked up): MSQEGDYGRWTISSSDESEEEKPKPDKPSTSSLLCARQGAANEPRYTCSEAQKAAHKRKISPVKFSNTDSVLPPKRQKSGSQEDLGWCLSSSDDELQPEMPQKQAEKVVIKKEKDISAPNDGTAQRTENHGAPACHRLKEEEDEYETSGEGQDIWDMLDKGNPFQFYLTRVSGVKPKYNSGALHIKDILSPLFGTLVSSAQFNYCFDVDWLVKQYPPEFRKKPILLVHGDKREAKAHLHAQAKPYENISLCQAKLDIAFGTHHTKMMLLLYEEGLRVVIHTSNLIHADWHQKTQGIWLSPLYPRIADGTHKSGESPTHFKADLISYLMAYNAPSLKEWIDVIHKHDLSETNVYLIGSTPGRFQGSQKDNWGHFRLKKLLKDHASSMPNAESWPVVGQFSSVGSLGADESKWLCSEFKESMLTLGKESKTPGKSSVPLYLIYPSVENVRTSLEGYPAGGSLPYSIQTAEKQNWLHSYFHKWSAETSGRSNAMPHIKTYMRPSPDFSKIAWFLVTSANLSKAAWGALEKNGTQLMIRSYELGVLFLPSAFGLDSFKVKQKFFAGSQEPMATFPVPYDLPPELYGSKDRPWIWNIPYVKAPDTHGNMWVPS
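E. coli-derived human Tdp1, 1 nM final. Cpd preinc 15 min RT; substrate 15 nM final, 5 min RT; AS bead mix 10 ug/ml final, 10 min RT. Signal loss = tyrosine-FITC cleavage. No-enzyme wells = max signal.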
TDP1 cell CPT = DT40-hTDP1 cell growth loss with CPT | chicken DT40 Tdp1-/-;hTDP1 cells + 20 nM CPT, ATP luminescence, 48 h | Potency, µM (highest dose often 46.2 µM), for the others: top-dose activity change, negative = growth inhibition, most hits filed as inhibitors | actives 12% (n = 420,000); further: nearly all actives have a fitted effect of over 55% in size
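Chicken DT40 Tdp1-/- cells stably complemented with human TDP1 were seeded at 400 cells/well in medium containing 20 nM camptothecin, exposed to pin-transferred compounds, and grown at 37 °C for at least 48 hr. Viability was read as ATP luminescence.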
* hit, by the source's call; ? = inconclusive; nt = no result given; & = joins results of further samples; [ ] = dose if it differs, or a comment. The call rests on the fitted dose curve; in most records, active means well fitted curve in the direction sought with a large enough effect; inconclusive means small, poorly fitted or top-dose-only effect, or another doubt; inactive means no such curve, though single readings can be large; an effect the other way counts as inactive or inconclusive. On the % scale 0 is the no-effect control and ±100 the full control effect; potency means the concentration at half of the fitted maximal effect.

mol	DT40 TDP1 no CPT	TDP1 cell CPT	TDP1 block
Cc1cn(C)c(CC(=O)NCc2ccc(Cl)cc2)c1C(=O)O	10%	2%	8%
O=C(Nc1cccc([N+](=O)[O-])c1)Nc1ccc(Cl)cn1	-3%	4%	3%
O=C(C1CCCN(c2ncccn2)C1)N1CCc2ccccc21 (stereo not given)	?	?	5%
CCCCCn1c(=O)c2c(nc3n2CCN3c2ccc(Br)cc2)n(C)c1=O	?	?	4%
O=S1(=O)c2c(F)cccc2OC(COc2ccccc2)CN1CCc1ccc(F)cc1 (stereo not given)	16µM*	?	nt
Cc1cccc(NC(=O)c2sc3nc4n(c(=O)c3c2C)N=C(c2ccc(F)cc2)CS4)c1C	?	?	-8%
COc1ccc(CC(=O)N2CCN=C2SC)cc1	-17%	1%	3%
NS(=O)(=O)c1ccc(CNC(=O)C2(c3ccc(Cl)cc3)CC2)cc1	?	-12%	2%

Other results follow:
mol	DT40 TDP1 no CPT	TDP1 cell CPT	TDP1 block
CCCN(CCC)CCCNC(=O)c1ccc2c(Cl)c3c(nc2c1)CCC3	18µM*	?	nt
CCc1[nH]nc(C(=O)N2CCCC(Nc3ccc(C(C)C)cc3)C2)c1C (stereo not given)	?	-29%	1%
Cc1cccn2c(CNCCSc3nccn3C)c(C(=O)N3CCCCC3)nc12	11%	-1%	nt
Cc1cccc(C)c1NC(=O)C1(C)CN(S(C)(=O)=O)CC(=O)N1CCCn1ccnc1 (stereo not given)	3%	-2%	nt
Cc1cc(C)cc(C(=O)NC(CC(N)=O)c2ccc(N3CCC(Cc4ccccc4)CC3)c([N+](=O)[O-])c2)c1 (stereo not given)	-4%	-28%	nt
CC(C)Oc1ccc(CCc2n[nH]c(=S)n2Cc2ccccc2)cc1	21µM*	26µM*	3%
O=S(=O)(c1ccc(Cl)cc1)N1CCCN(c2ccc(C(F)(F)F)cn2)CC1	?	?	-7%
O=C(COC(=O)c1cnccn1)Nc1ccccc1-c1ccccc1	-16%	-17%	0%

(next part)
mol	DT40 TDP1 no CPT	TDP1 cell CPT	TDP1 block
Cc1nc2nc(Cc3ccccc3)nn2c(C)c1Cl	10%	-12%	12%
N#CCCn1cnc2c(=S)nc[nH]c21	-1%	-19%	1%
N#Cc1ccc(COC(=O)c2cnc(Cl)c(Cl)c2)cc1	-19%	17%	nt
Cc1c(NC2(c3nnnn3-c3ccc(Br)cc3)CCCCC2)c(=O)n(-c2ccccc2)n1C	-19%	0%	4%
Cc1ccc(N(C)C(=O)CC(C)S(=O)(=O)c2ccc3c(c2)NC(=O)CO3)cc1 (stereo not given)	?	-7%&-13%	-3%&2%
NC(=O)C1=C[C@H](c2ccc(C(F)(F)F)cc2)C[C@H](OCCCCO)O1	-9%	-11%	1%
N#Cc1c(-c2cccnc2)cc(-c2ccccc2)nc1N	?	-1%	7%
COc1ccc(C(=O)Nc2ccc3c(c2)nc(CCNC(=O)c2ccco2)n3C)cc1	?	-13%	3%

The results go on:
mol	DT40 TDP1 no CPT	TDP1 cell CPT	TDP1 block
COc1ccc(CCNC(=O)CSc2ccc3nnc(CCNC(=O)c4ccccc4)n3n2)cc1OC	-9%	-19%	1%
CCOc1ccc(OCC)c(NC(=O)C2CCN(S(=O)(=O)c3cccc4nonc34)CC2)c1	-21%	?	5%
CCOC(=O)N/N=C/c1cccnc1	-4%	2%	-3%
CCOc1ccccc1N1CCN(C(=O)CC(C)C)CC1	-14%	-12%	-1%
COc1ccc(S(=O)(=O)N(C)CC(=O)NCc2cccnc2)cc1OC	0%	-2%	7%
Cc1cc(C(F)(F)F)nn1CC(=O)N1CCCCC1C (stereo not given)	-11%	-7%	2%
COc1cccc(NC(=S)N(CCC(C)C)C2CCN(C(C)=O)CC2)c1	-3%	-1%	nt
O=C(CCC(=O)N(CC(=O)NC1CCCCC1)Cc1ccc(F)cc1)Nc1nccs1	?	-11%	nt

Going on with the list.
mol	DT40 TDP1 no CPT	TDP1 cell CPT	TDP1 block
CN(CCc1ccccn1)C(=O)c1ccc(OC2CCN(CCc3ccccc3)CC2)cc1	-27%	?	5%[56.1 µM]
O=[N+]([O-])c1ccc(-n2cccn2)c(-c2nn[nH]n2)c1	2%	-18%	5%
CCOc1cc(/C=N/Nc2nc(-c3cccc(S(=O)(=O)N4CCCC4)c3)cs2)ccc1O	8.2µM*	13µM*	-4%
Cc1ccc(-n2ncc(C(=O)NCCCN3CCCCC3)c2C2CCN(C(=O)OC(C)(C)C)CC2)cc1	-29%	?	0%
NS(=O)(=O)c1ccc(CCNC(=O)c2ccc3nc(Cc4ccccc4)oc3c2)cc1	?	?	-5%
C[C@@H]1CN([C@H](C)CO)C(=O)CCCn2nncc2CO[C@H]1CN(C)C(=O)CCC(F)(F)F	-13%	0%	nt
O=C(N/N=C/c1ccccc1C(F)(F)F)c1ccc2nc[nH]c2c1	-1%	-10%	0%
C/C(=C\c1ccccc1)C(=O)NCc1ccco1	-14%	-22%	-3%

(further entries)
mol	DT40 TDP1 no CPT	TDP1 cell CPT	TDP1 block
CCOC(=O)c1c(SCCN2CCCCC2)n(-c2ccccc2)c(=S)n(-c2ccccc2)c1=O	4.1µM*	2.9µM*	nt
Cc1ccccc1Cn1cccc1/C=C1/C(=N)N2C=CSC2=NC1=O	29µM*	18µM*	2%
O=C(Nc1cccc2[nH]ncc12)c1ccc(F)cc1	7.3µM*	?	2%
COCCN1CC(=O)N(c2cccc(C)c2C)C(c2ccc(Cl)cc2)C1=O (stereo not given)	-3%	-22%	-4%
Cc1c(C(=O)NCC(C)(C)CN(C)C)cnn1-c1nccc(-c2ccccc2F)n1	-3%	9%	nt
COc1ccccc1NC(=O)C1=C(C)Nc2nnnn2C1c1ccccc1OC (stereo not given)	-8%	6%	7%
NS(=O)(=O)c1cccc(NC(=O)CSc2nnc(-c3ccccc3F)n2C2CC2)c1	-14%	0%	7%
CCC(SC1=N/C(=C/c2ccccc2OC)C(=O)N1c1ccccc1)C(=O)Nc1cc(C)on1 (stereo not given)	8.2µM*	12µM*	4%

New compounds follow:
mol	DT40 TDP1 no CPT	TDP1 cell CPT	TDP1 block
O=C(Nc1cc(C(F)(F)F)ccc1Cl)C1CCN(c2nnc(-n3cccc3)s2)CC1	?	-28%	1%[56.1 µM]
CC1CC(C)CN(CCCNC(=O)c2ccc3c(SCC(=O)O)c4c(nc3c2)CCC4)C1 (stereo not given)	9%	-1%	8%
Cc1ccc(S(=O)(=O)N(C)C)cc1NC(=S)N(CCC#N)Cc1cccnc1	?	-2%	-5%
CN(C)CCNC(=O)Nc1cccc(Cl)c1Cl	-10%	-13%	5%
CCOCCCNC(=O)C(c1ccccc1)N(Cc1ccc2c(c1)OCO2)C(=O)c1ccc(NC(C)=O)cc1 (stereo not given)	-25%	?	6%
CN(C)c1ccc(CN(C(=O)C2COc3ccccc3O2)C2CCS(=O)(=O)C2)cc1 (stereo not given)	-6%	?	11%
CCCC(=O)NC(C)c1nc2ccccc2n1C (stereo not given)	-5%	-7%	2%
O=C(c1cc2sccc2n1Cc1ccc(F)cc1)N1CCc2ccccc21	?	?	0%[56.1 µM]

The list continues.
mol	DT40 TDP1 no CPT	TDP1 cell CPT	TDP1 block
COC(=O)c1cc(S(=O)(=O)NCc2ccccc2)cn1C	-11%	8%	nt
COc1ccc(C)cc1-n1nc2ccccc2n1	-21%	-7%	-2%
COCCN(CCOC)Cc1cc(=O)oc2cc3c(cc12)CCC3	-21%	-21%	8%
COc1ccc(Cl)cc1C(=O)N(Cc1nc(-c2cccc(C)c2)no1)C(C)C	6.5µM*	6.5µM*	0%
Cc1ccc(S(=O)(=O)N2C[C@]3(O)C[C@@H]4C(=O)N(c5ccccc5)C(=O)[C@@H]4C[C@]3(OC(=O)NC3CCCC3)C2)cc1	21µM*	?	nt
CCOc1ccccc1C1C(C(=O)Nc2ccc(OC)cc2)=C(C)Nc2nc(CCCO)nn21 (stereo not given)	-11%	?	-3%
CC(C)c1ccc(Nc2c(-c3ccccn3)nc3ccccn23)cc1	2.1µM*	9.2µM*	18%
CC(C)COc1ccc(-c2nnc(-c3ccco3)o2)cc1	-22%	-28%	1%

The list continues.
mol	DT40 TDP1 no CPT	TDP1 cell CPT	TDP1 block
CCOc1ccc(C(=O)Nc2ccc3c(c2)OCCO3)cc1Br	?	?	-9%[12.3 µM]
CCC(C)NCCCCOc1ccc(Br)cc1 (stereo not given)	16µM*	?	-3%
CC1CC(C)(C)NC(=S)N1CC(=O)N(C)Cc1ccccc1 (stereo not given)	-3%	30%[activator]	4%
Cc1ccc(NC(=O)CN(C)C(=O)COC(=O)/C=C/c2cccs2)cc1	-23%	14%	nt
CCN(CC(=O)Nc1cccc(OC)c1)C(=O)C1CCN(C(=O)Nc2ccccc2)CC1	-11%	-14%	1%
Cc1cccc(OCC(=O)Nc2ccc(N3CCN(C(=O)c4ccco4)CC3)cc2)c1	21µM*	18µM*	12%
COc1cccc(/C=C/C(=O)Nc2ccc(OC)nc2)c1	?	-6%	6%
COc1ccc(C2C(C(=O)c3sc(C)nc3C)=C(O)C(=O)N2CCN(C)C)cc1OC (stereo not given)	-17%	-5%	3%

The listing continues:
mol	DT40 TDP1 no CPT	TDP1 cell CPT	TDP1 block
O=C(CCCCCN1C(=O)c2ccccc2C1=O)NC1CCCC1	-24%	2%	3%
Cc1ccc(NC(=O)CN(C)C(=O)Cc2ccc(Cl)cc2Cl)cc1	-24%	2%	-3%
COc1ccc(NC(=O)c2nnn(Cc3cccc(F)c3)c2N)c(OC)c1	-5%	-2%	2%
CC1CC(=O)Nc2ccccc2S1(=O)=O (stereo not given)	?	4%	1%
CCn1c(SCC(=O)c2c[nH]c3ccccc23)nnc1-c1cccs1	5.8µM*	?	-3%
COc1ccc(Cc2nnc(Nc3ccc(C)cc3)o2)cc1OC	6.5µM*	8.2µM*	-1%
Cc1cc(C)cc(NC(=O)c2sc3nc4n(c(=O)c3c2C)N=C(c2ccccc2)CS4)c1	?	-14%	7%
O=C(Cn1c(NCCCO)nc2ccccc21)c1ccc([N+](=O)[O-])cc1	0%	?	3%

Going on with the list.
mol	DT40 TDP1 no CPT	TDP1 cell CPT	TDP1 block
Cc1cc(C)c(NC(=O)Cn2c(=O)n(-c3ccc(CC(=O)NCC4CCCO4)cc3)c(=O)c3ccccc32)c(C)c1 (stereo not given)	-15%&-21%	-1%&-21%	1%&2%
Cc1cc(C)c(C)c(C(=O)C2OC(=O)C(C)(C)C(=O)C2(C)C)c1C (stereo not given)	-10%	-3%	-1%
CCc1ccc(NC(=O)N(CCN(C)C)C(C)c2cccnc2)cc1 (stereo not given)	-12%	1%	-6%
O=C(CCCSc1ccccc1)Nc1nc(-c2ccccn2)cs1	16µM*	29µM*	9%
NS(=O)(=O)c1cc(C(=O)OCC(=O)N2CCOCC2)ccc1Cl	-3%	1%	-5%
COc1cccc(CNc2nc3cc(-c4ccccc4)sc3c(=O)n2C)c1	?	?	nt
O=C(O)c1cccc(NC(=O)C2CC(=O)N(Cc3ccccc3)C2)c1 (stereo not given)	10%	10%	2%
COC(=O)c1ccc(CSc2nc3ccc(S(N)(=O)=O)cc3[nH]2)cc1	1%	-4%	0%
OCCN(Cc1ccccc1)Cc1cccc(F)c1	-25%	?	-8%
O=C(NCCc1ccccn1)C1CC12CCN(C(=O)c1ccc(F)cc1Cl)CC2 (stereo not given)	-10%	23%[9.04 µM]	nt
CCOC(COC(=O)c1ccccc1C(=O)O)c1ccccc1 (stereo not given)	-6%	0%	nt

Molecules listed so far that contain an aryl thioether with sulfur outside any ring, in the order listed:
mol	DT40 TDP1 no CPT	TDP1 cell CPT	TDP1 block
Cc1cccn2c(CNCCSc3nccn3C)c(C(=O)N3CCCCC3)nc12	11%	-1%	nt
COc1ccc(CCNC(=O)CSc2ccc3nnc(CCNC(=O)c4ccccc4)n3n2)cc1OC	-9%	-19%	1%
CCOC(=O)c1c(SCCN2CCCCC2)n(-c2ccccc2)c(=S)n(-c2ccccc2)c1=O	4.1µM*	2.9µM*	nt
NS(=O)(=O)c1cccc(NC(=O)CSc2nnc(-c3ccccc3F)n2C2CC2)c1	-14%	0%	7%
CC1CC(C)CN(CCCNC(=O)c2ccc3c(SCC(=O)O)c4c(nc3c2)CCC4)C1 (stereo not given)	9%	-1%	8%
CCn1c(SCC(=O)c2c[nH]c3ccccc23)nnc1-c1cccs1	5.8µM*	?	-3%
O=C(CCCSc1ccccc1)Nc1nc(-c2ccccn2)cs1	16µM*	29µM*	9%
COC(=O)c1ccc(CSc2nc3ccc(S(N)(=O)=O)cc3[nH]2)cc1	1%	-4%	0%
